# Source: PubChem (several laboratories)
# RmlC RmlD mix: inhibitors of RmlC and RmlD coupled enzymes | RmlC/RmlD coupled enzyme inhibition, 384-well mixture HTS | inhibition, % at 5.5 µM | actives 0.39% (n = 110,000) | AID 1532; in the data active means inhibition above about 30%, passing the limit was not always enough; inconclusive means no clear call, values can overlap the other calls; further: strong numbers were not always called active
# RT RNaseH block: blocks HIV-1 RNase H cleavage of RNA/DNA duplex | P04585 | RT-RNase H RNA/DNA duplex cleavage, fluorescence | inhibition, % at 10 µM | actives 1.9% (n = 65,000) | AID 565; in the data active means inhibition above about 50%
# * marks the source's active call; other numbers are inactive results; ? = inconclusive; . = no result given.
SMILES,RmlC RmlD mix,RT RNaseH block
O=c1[nH]c(=O)n(CCC2=CCCCC2)c(O)c1C=NCCN1CCNCC1,.,14
COc1ccc(/C=N/Nc2nc(N3CCCC3)nc(N3CCCC3)n2)cc1O,-5,.
CCOC(=O)c1cc(C(=O)Nc2ccc(C)c(F)c2)nn1C,8,.
Cc1cc(Cl)ccc1NC(=S)NCc1cccs1,-14,.
CC1CCN(S(=O)(=O)c2cn(CC(=O)N3CCN(C)CC3)c(=O)c3ccccc23)CC1,-3,-12
CCCCOC(=O)CCc1nc2ccccc2[nH]1,-13,0
c1ccc(CNc2ccc3ccccc3n2)nc1,-7,-3
COc1cccc(OCc2nnc(SCC(=O)OCc3ccccc3)o2)c1,-7,-38
COc1ccc(-c2cnn3c(N)c(S(=O)(=O)c4ccccc4)cnc23)cc1,17,.
O=C(Nc1ccc(Cl)cc1C(=O)c1ccccc1)c1ccco1,15,.
CCCC(O)(CCN1CCOCC1)c1ccc(Br)cc1 (centres undefined),7,-10
CC(C)(C)OC(=O)NCc1ccc(NC(=O)c2nc[nH]c2C(=O)N[C@@H](Cc2ccccc2)C(=O)OCc2ccccc2)cc1,-11,.
N#CC1=C(N)SC(N)=C(C#N)C1Cc1ccccc1,-9,35
COc1nc(NCc2ccc(Cl)cc2)nc(OC)n1,15,-31
CCOC(=O)CSc1ncc(-c2ccccc2)cn1,4,.
CC1C2CC(CC1(C)C)N(C(=O)Nc1ccc3nccnc3c1)C2 (centres undefined),.,10
O=C(NCc1ccco1)NC1CCCCC1,2,.
CCOC(=O)CNC(=O)CCCCCC(=O)NCC(=O)OCC,4,-6
CC(C)C(OC(=O)c1cccs1)C(=O)NCc1ccco1 (centres undefined),-11,-6
CCCSc1nc2c(c(=O)n1CC)SC(C)C2 (centres undefined),.,-52
COc1ccc(C(=O)N2CCC(C(=O)O)CC2)cc1,12,.
CCN(CC)C(=O)COc1ccc(-c2nnc(N3CCCCC3)c3ccccc23)cc1,4,-1
C=CCN(CC=C)S(=O)(=O)c1ccc(NC(=S)NC(=O)c2ccco2)cc1,-4,.
CSCCC(NC(=O)c1ccc(Cl)cc1)C(=O)NC(C)(C)C (centres undefined),1,.
O=C(CN1CCN(c2ccccc2)CC1)Nc1nnc(-c2ccccc2)s1,.,1
CCOC(=O)CSc1nc2cc3c(cc2cc1CC)OCCO3,-5,.
CC(C)(C)c1ccc(OCC(O)CNC(=O)c2ccccc2C(=O)O)cc1 (centres undefined),3,.
CN(C)CCCNC(=O)Cc1ccc(Br)cc1,8,-6
CCNc1nc(N2CCCCC2)nc(-n2nnc(C(=O)OCC)c2C)n1,3,-10
N=c1c2c(-c3ccccc3)c(-c3ccccc3)n(Cc3ccccc3)c2ncn1CCO,0,.
Fc1ccc(-c2nnc3sc(-c4ccc5c(c4)OCO5)nn23)cc1,.,66*
Cc1cccc(NC2SC(=O)N(c3ccccc3)C2=O)c1 (centres undefined),2,-2
COc1c2ccoc2c(OC[C@@H](O)C(C)(C)O)c2oc(=O)ccc12,27,.
CC(=O)Nc1nc2nc(-c3ccccc3)cc(-c3ccccc3)n2n1,18,.
N#Cc1c(N)nc(SCc2ccccn2)c(C#N)c1-c1cccs1,-13,-48
CSc1nc2ccccc2n1Cc1cccc(F)c1,-13,-96
CCOC(=O)c1cccc(NC(=O)CSc2nnc(-c3ccoc3C)n2CC)c1,-6,-5
CCC1CCCCN1CCCNC(=O)CC1Oc2ccc(C)cc2NC1=O (centres undefined),-9,-1
COC(=O)Cn1c(CCC(=O)O)ccc1-c1ccccc1,12,0
CN(Cc1ccccc1)C(=O)c1[nH]cnc1C(=O)N[C@@H](CCCCNC(=O)OC(C)(C)C)C(=O)OC(C)(C)C,-15,.
Nc1cc(-c2nn[nH]n2)ccc1F,-18,-2
Cc1cccc(OCc2nc(C#N)c(NCCN(C)C)o2)c1,.,-21
Cc1ccc(SCC(=O)Nc2cc(C)on2)cc1,-7,.
FC(F)(F)COc1nc(OCC(F)(F)F)nc(N2CCN(c3ccccc3)CC2)n1,22,-8
O=C1CCc2cc(S(=O)(=O)NCCC(=O)N3CCN(c4cccc(Cl)c4)CC3)ccc2N1,-2,-22

# Compound profiles (already shown). Values in the order: RmlC RmlD mix	RT RNaseH block
# Results for `Nc1cc(-c2nn[nH]n2)ccc1F` : -18	-2
# Results for `CCC1CCCCN1CCCNC(=O)CC1Oc2ccc(C)cc2NC1=O` (centres undefined) : -9	-1
# Results for `Cc1ccc(SCC(=O)Nc2cc(C)on2)cc1` : -7	.
# Results for `O=C1CCc2cc(S(=O)(=O)NCCC(=O)N3CCN(c4cccc(Cl)c4)CC3)ccc2N1` : -2	-22
# Results for `CC(=O)Nc1nc2nc(-c3ccccc3)cc(-c3ccccc3)n2n1` : 18	.

# Some of the entries above in another layout.
Cc1cccc(OCc2nc(C#N)c(NCCN(C)C)o2)c1
  RmlC RmlD mix: . | RT RNaseH block: -21

CC(=O)Nc1nc2nc(-c3ccccc3)cc(-c3ccccc3)n2n1
  RmlC RmlD mix: 18 | RT RNaseH block: .

# (listing goes on)
SMILES,RmlC RmlD mix,RT RNaseH block
CCC(C)(C)NC(=O)C1CCN(c2nc(C)cc(C)n2)CC1,4,-5
Cc1nn(-c2nc(-c3ccco3)cc(C(F)(F)F)n2)c(C)c1Br,-15,.
CCOc1cc(S(=O)(=O)NC2CCCCC2)ccc1F,7,.
CC(C)(C)Oc1ccccc1Nc1nc(NCCO)nc(N2CCCC2)n1,-10,.
CN(C)[C@@H]1C(=O)C(C(N)=O)=C(O)[C@@]2(O)C(=O)C3=C(O)c4c(O)cccc4[C@@](C)(O)[C@H]3C[C@@H]12,14,42
CCC1(C)Cc2c(sc3nc(SCC(=O)O)[nH]c(=O)c23)CO1 (centres undefined),-13,-10
COC(=O)C1=C(Nc2ccc(C)cc2)C=C(C)C(C(=O)OC)C1c1ccc(F)cc1 (centres undefined),-4,.
Cn1cccc1C(=O)NC(=O)COC(=O)CNS(=O)(=O)c1ccc(Br)cc1,5,.
COc1cc(-c2nc3cnccn3c2Nc2ccc(C)cc2)ccc1O,0,.
Cc1ccc(S(=O)(=O)N2C=CC(C(F)(F)F)=NCC2)cc1,27,.
Cc1ccc(-c2ccc(/C=N/N3C(=O)C4C5C=CC(CC5)C4C3=O)o2)c([N+](=O)[O-])c1 (centres undefined),7,.
O=C(c1cnn2c(C(F)(F)F)cc(-c3ccccc3)nc12)N1CCOCC1,10,-10
CCc1nc(C)cn1S(=O)(=O)c1ccc(Cl)c(Cl)c1Cl,-39,-14
O=C(O)C1CCN(C(=O)OCc2ccccc2)CC1,-15,.
CCOC(=O)Cn1c(S(=O)(=O)Cc2cccc(F)c2)nc(-c2ccccc2)c1-c1ccccc1,53,.
CCCNC(=O)c1oc2ccc3c(c2c1C)C(=O)CC(C)(C)O3,20,.
O=C1NC(c2cccnc2)Nc2sc3c(c21)CCCC3 (centres undefined),-4,.
COCc1nnc(NS(=O)(=O)c2ccc(NC(C)=O)cc2)s1,-7,5
Cn1c(N)c(C(=O)COC(=O)c2ccc(Br)o2)c(=O)n(C)c1=O,-6,.
Cc1ccccc1NC(=O)C1CCCN1S(=O)(=O)c1cccc2cccnc12 (centres undefined),6,-44
CS(=O)(=O)c1nc(-c2cccs2)cc(C(F)(F)F)n1,-19,15
OCCN=C1CCCc2c1[nH]c1ccc(Br)cc21,-6,.
COc1ccc(CCNC(=O)c2cc(-c3cc(C)c(C)cc3O)n[nH]2)cc1OC,21,7
COc1ccc2cc3c(N)c(C(=O)N4CCCC4)sc3nc2c1,7,-8
O=C(CN1CCN(C(=O)c2ccco2)CC1)Nc1cc(C(F)(F)F)ccc1Cl,-12,-6
Nc1nnc(SCc2ccccc2)n1-c1ccccc1,7,.
Cc1cccc(-n2c(O)c(C=NCCCN3CCOCC3)c3ccccc3c2=O)c1,6,-4
C=CCN1C(=O)C(CC(=O)O)SC1=Nc1c(C)n(C)n(-c2ccccc2)c1=O (centres undefined),6,0
CCn1c(SCC(=O)Nc2ccccc2N2CCOCC2)nnc1-c1ccccc1,10,0
COc1ccc(OC)c(-c2nc(C(N)=O)c3[nH]c(=O)n(-c4ccc(F)cc4)c3n2)c1,-6,-1
CC(C)C(NC(=O)CSc1ccc(Cl)cc1)C(C)C,5,.
O=C(CSc1ccc2nnc(-c3ccc(F)cc3)n2n1)N1CCOCC1,13,-1
O=c1oc2ccccc2n1CCCCCn1c(=O)oc2ccccc21,-6,-16
CCOC(=O)c1c(OCC)[nH]c2ccc(O)cc12,-13,.
COCCN(Cc1cc2cc3c(cc2nc1Cl)OCO3)C(=O)Nc1ccc(F)cc1,-47,.
Cc1cc(=O)[nH]c(SCC(=O)N2CCCc3ccccc32)n1,10,.
CSc1nc(C)c(CCOCc2ccccc2)c(=O)[nH]1,-9,.
CCCC[C@H]1C2=C3[C@@H](CC(C(=O)OC)=C[C@@H](C(=O)OC)[C@H]3C(C)(C)C2=O)n2c(=O)n(-c3ccccc3)c(=O)n21,9,.
O=C(Nc1nnc(-c2ccco2)s1)C1CC1,9,14
Fc1ccc(COc2ccc(/C=N/n3cnnc3)cc2)cc1,-19,-26
Cc1ccc(N(CC(=O)N2CCc3ccccc32)S(=O)(=O)c2cccs2)cc1,7,.
Cc1cn2c(-c3ccc(Cl)cc3)nnc2s1,10,-8
CCOc1cc(NC(=S)Nc2cccc(OC)c2)c(OCC)cc1NC(=O)C1CC1,-2,.
COc1ccccc1-c1cc(C(=O)N2CCN(c3ccccc3OC)CC2)no1,7,78*
Cc1ccc(NC(=O)c2nc[nH]c2C(=O)N2CCCCC2)c(C(=O)c2ccccc2)c1,7,3
COc1ccc(C2C(C(=O)N3CCOCC3)=C(C)NC3=C2C(=O)CC(C)(C)C3)c(OC)c1 (centres undefined),35,5
O=[N+]([O-])c1cccc(/C=N/Nc2cc(Cl)nc(-c3ccccc3)n2)c1,-9,.
COc1cccc(C2NC(=O)NC(C)=C2C(=O)Nc2cc(OC)ccc2OC)c1 (centres undefined),-9,-2
Cc1noc(C)c1CSc1nc2ccccc2c(=O)n1-c1ccccc1,0,-13
CC(C)C(CO)N1CCN(Cc2ccccc2)CCC1=O (centres undefined),-3,.
CCOC(=O)c1cc(S(=O)(=O)N2CCN(C(=O)OCC)CC2)cn1C,32,-19
CCN(CC)C(=O)Oc1ccc2c(=O)c(-c3ccc(OC)cc3)c(C)oc2c1,-8,7
CCOC(=O)N1CCN(C(=O)CCS(=O)(=O)c2ccc(Br)s2)CC1,-11,-26
CC(C)(C)c1ccc(O)c(CN2CCN(c3ccccc3)CC2)c1,-13,-10
CC(C)(C)n1ncc2c(=O)n(CC(=O)NCc3ccccc3Cl)cnc21,-5,-4
Clc1ccccc1CSc1nnc(Cn2cnc3ccccc32)n1-c1ccccc1,4,.
COc1ccc(N(CC(=O)Nc2cc(C)on2)S(=O)(=O)c2ccc(Cl)cc2)cc1,3,.
Cc1cc(=O)[nH]c(SCC(=O)Nc2ccccc2C#N)c1C#N,?,.
CC1(C)CC(=O)c2sc(N3CCCCC3)nc2C1,-5,-1
Cc1ccc2nc(/C(C#N)=C\c3ccc(N4CCOCC4)o3)[nH]c2c1,-13,.
# Additional compounds follow.
SMILES,RmlC RmlD mix,RT RNaseH block
O=C(NCc1ccco1)c1ccc(Cl)c(S(=O)(=O)N2CCOCC2)c1,-44,2
CCCCOc1cc(=O)[nH]c(=O)[nH]1,2,-3
CC1CCN(C(=O)c2cc(-c3ccccc3O)on2)CC1,-3,-2
CCCCn1c(SCC(=O)NCc2ccco2)nc2c(sc3ccccc32)c1=O,8,.
CCOC(=O)c1[nH]c2ccc(C)cc2c1NC(=O)CN1CCCCC1,-11,1
COc1cccc(OC)c1OCC(C)CNCC1CCCO1 (centres undefined),16,-8
CCCCCc1cc(=O)oc2c(C(CCN(CC)CC)c3ccc(OC)cc3)c(OC)cc(OC)c12 (centres undefined),-7,.
Cc1cc(=O)n2c3ccccc3n(CC(O)CN3CCCCC3)c2c1C#N (centres undefined),9,.
CC(=O)Oc1ccc(C2OC(=O)c3ccccc3N2C(C)=O)cc1 (centres undefined),-7,.
Fc1ccc(-c2csc3ncnc(Nc4ccc(N5CCOCC5)cc4)c23)cc1,-14,.
O=C(NC1CCCC1)C(c1ccsc1)N(C(=O)Cc1cccs1)c1cccc(F)c1 (centres undefined),14,.
COCc1nnc(NC(=O)CS(=O)(=O)Cc2ccccc2)s1,-8,12
O/N=C/c1ccccc1Oc1ccccc1,3,.
COc1ccc(N2CCN(C3CC(=O)N(Cc4ccc(N5CCCC5=O)cc4)C3=O)CC2)cc1 (centres undefined),-4,14
Cc1ccc(OCC(=O)N2CC3(C)CC2CC(C)(C)C3)cc1 (centres undefined),-6,.
CSc1ccccc1NC(=O)c1ccccc1N(C)S(C)(=O)=O,-10,-13
CNC(=O)c1ccc(-c2ccccc2)s1,-11,.
CCCOc1cc(C)c(Cl)cc1S(=O)(=O)N(CC)CC,-13,.
Cn1c(SCC(=O)N2CCc3ccccc32)nc2cccnc21,-13,-80
CC(C)Oc1ccc(C2C(C(=O)c3ccco3)=C(O)C(=O)N2Cc2cccnc2)cc1 (centres undefined),-14,-3
C=CCN=C(NC#N)SCc1ccccc1,-11,.
CCN1C(=O)CC(c2ccco2)Sc2ccccc21 (centres undefined),6,-14
CCn1c(SCC(=O)N2CCN(c3ccccc3)CC2)nnc1-c1c[nH]c2ccccc12,2,.
O=C(CC1NCCNC1=O)Nc1ccc2c(c1)OCCO2 (centres undefined),-7,.

# Molecules from the list above with a COOH group, in the order listed:
SMILES,RmlC RmlD mix,RT RNaseH block
COc1ccc(C(=O)N2CCC(C(=O)O)CC2)cc1,12,.
CC(C)(C)c1ccc(OCC(O)CNC(=O)c2ccccc2C(=O)O)cc1 (centres undefined),3,.
COC(=O)Cn1c(CCC(=O)O)ccc1-c1ccccc1,12,0
CCC1(C)Cc2c(sc3nc(SCC(=O)O)[nH]c(=O)c23)CO1 (centres undefined),-13,-10
O=C(O)C1CCN(C(=O)OCc2ccccc2)CC1,-15,.
C=CCN1C(=O)C(CC(=O)O)SC1=Nc1c(C)n(C)n(-c2ccccc2)c1=O (centres undefined),6,0

# This is a subset, so the mix of outcomes need not match the whole.
